Compound activity (PubChem)
ST2 IL33 inh: inhibitors of human ST2 (IL1RL1) binding to IL-33, primary screen, biochemical, AlphaLISA; AlphaLISA ST2-Fc/biotin-IL-33 interaction, 1 h; actives 2.3% (n = 78,000); inhibition, % for hits at 17 µM; Interleukin-1 receptor-like 1 (Homo sapiens), Q01638; in the data active = inhibition above about 30%; inconclusive = mostly about 10% to 28%
Target sequence (Q01638 whole entry, looked up): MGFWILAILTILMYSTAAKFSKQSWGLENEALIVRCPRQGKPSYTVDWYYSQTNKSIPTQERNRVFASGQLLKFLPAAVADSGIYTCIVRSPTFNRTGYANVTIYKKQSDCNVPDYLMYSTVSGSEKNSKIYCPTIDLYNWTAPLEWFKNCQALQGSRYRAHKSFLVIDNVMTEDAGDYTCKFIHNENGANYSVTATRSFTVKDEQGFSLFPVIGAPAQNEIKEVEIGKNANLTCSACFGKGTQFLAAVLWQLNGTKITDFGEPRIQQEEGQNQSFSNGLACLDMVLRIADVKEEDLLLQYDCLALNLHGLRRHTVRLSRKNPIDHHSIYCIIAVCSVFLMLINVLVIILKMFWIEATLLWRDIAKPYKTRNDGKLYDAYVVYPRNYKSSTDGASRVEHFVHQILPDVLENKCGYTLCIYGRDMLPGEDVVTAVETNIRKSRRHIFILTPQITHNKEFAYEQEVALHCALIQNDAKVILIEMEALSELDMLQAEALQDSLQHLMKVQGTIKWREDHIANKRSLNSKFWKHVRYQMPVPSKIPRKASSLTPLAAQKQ
An asterisk follows results filed as active; i = inactive; ? = inconclusive; ! = repeats disagree.

SMILES	ST2 IL33 inh
COc1cccc(C(=O)Nc2ccc(NC(=O)c3ccco3)cc2)c1	?
CCC(=O)Nc1cccc(OCC(=O)N(C)Cc2ncc(C)[nH]2)c1	?
Nc1ncnc(Nc2ccccn2)c1[N+](=O)[O-]	i
CNC(=O)[C@@H]1C[C@H](N)CN1Cc1ccc(CC(C)C)cc1	i
FC(F)(F)c1cc(-c2ccco2)nc(N2CCN(c3ccccc3)CC2)n1	i
CC(=O)Nc1ccc(C(=O)Nc2ccccc2Cl)cc1	i
CCOC(=O)CC(=O)CSc1nnc2sc3ccccc3n12	?
CCOc1ccccc1NC(=O)CN(c1cccc(OC)c1)S(=O)(=O)c1ccc(C)cc1	?
CC(C)Cc1cc(CN2CCC(C(=O)Nc3ccc(Oc4ccccc4F)cc3)CC2)[nH]n1	?
Cc1ccc(N2NC(=O)/C(=C/c3ccccc3OCc3ccccc3)C2=O)cc1Cl	?
CCCC(=O)Nc1cc2nn(-c3ccc(Cl)cc3)nc2cc1C	i
CCOc1ccc(N(CC)S(=O)(=O)c2cccc3cccnc23)cc1	i
Clc1cccc(CN2CCSCC2)c1Cl	i
OC1CCN(Cc2ccc(Cl)cc2)CC1	i
COc1ccc(NS(=O)(=O)c2ccc(NC(=O)c3ccccc3[N+](=O)[O-])cc2)cc1	i
Cn1c2c(c(=O)n(C)c1=O)C(c1ccc(O)c(O)c1)C1=C(N2)c2ccccc2C1=O (stereo unspecified)	i
CCOC(=O)C1=C(C)NC2=C(C(=O)CC(c3ccccc3)C2)C1c1ccc(N(CC)CC)cc1 (stereo unspecified)	i
CN(C)CCN(C)Cc1cccc(F)c1	i
O=C(CSc1nc2ccccc2o1)Nc1cccc(C(=O)O)c1	i
CCN(Cc1ccccc1)Cc1ccc(NC(C)=O)cc1	i
Cc1nc2nc(SCC(=O)NCC3CCCO3)nn2c(C)c1Cc1ccccc1 (stereo unspecified)	?
CCCOc1ccc(/C=c2\sc3nc(=O)c(C)nn3c2=O)cc1	i
COc1ccc(-c2cc(N3CCN(S(=O)(=O)c4ccc(NC(C)=O)cc4)CC3)ncn2)cc1	i
CCOC(=O)c1oc2ccccc2c1NC(=O)COc1ccc(OC)cc1	i
CSCCC(NC(=O)c1cncc(O)c1)C(=O)O (stereo unspecified)	?
Cc1cnc(C)c(-c2cccc(CN3CCOCC3)c2)n1	?
OCC1(Cc2ccccc2)CCCN(c2ccc(-c3ccccc3)nn2)C1 (stereo unspecified)	?
Cc1ccc(-c2cnc(N)cn2)c2cccnc12	i
O=C(c1ccccc1-c1nc2ccccc2[nH]1)N1CCOCC1	i
Nc1ccsc1C(=O)N1CCCC(CCc2ccccc2F)C1 (stereo unspecified)	?
CCOC(=O)Cn1c(=O)n(-c2ccc(C)c(C)c2)c2nc(-c3ccc(SC)cc3)nc(C(N)=O)c21	?
CC1(C)CC(=O)c2cc(OCC(=O)NCCN3CCCc4ccccc43)ccc2O1	i
O=C(c1cc(-c2ccc3c(c2)OCO3)on1)N1CCCCC1	i
CCOc1ccc(N2CC(NC(=O)CC)CC2=O)cc1 (stereo unspecified)	i
O=C(CCC1CCN(C(=O)C2CC=CCC2)CC1)NCc1cccc(C(F)(F)F)c1 (stereo unspecified)	i
CCOc1ccc(-n2c(=O)[nH]cc(C(=O)Nc3ccc4c(c3)OCCO4)c2=O)cc1	i
Cc1ccc(NCC(O)Cn2c(C)c(C)c3ccccc32)cc1 (stereo unspecified)	36%*!
COc1ccccc1NC(=O)C1=C(C)Nc2nc3ccccc3n2C1c1ccccc1F (stereo unspecified)	i
COc1cc(OC)cc(C(=O)OCCN(C2=NS(=O)(=O)c3ccccc32)c2ccccc2)c1	?
O=C(NC[C@H]1O[C@@H](CO)[C@@H](O)[C@H]1N1CCOCC1)Nc1cccc(Cl)c1	i

3 of the compounds above, bar-delimited:
compound | ST2 IL33 inh
Cc1cnc(C)c(-c2cccc(CN3CCOCC3)c2)n1 | ?
CCCOc1ccc(/C=c2\sc3nc(=O)c(C)nn3c2=O)cc1 | i
COc1cc(OC)cc(C(=O)OCCN(C2=NS(=O)(=O)c3ccccc32)c2ccccc2)c1 | ?

Next results:
SMILES	ST2 IL33 inh
COc1nc(-c2ccccc2)cc(-c2ccccc2)c1C#N	i
COc1c(S(=O)(=O)NCCCN2CCOCC2)ccc(Cl)c1Cl	i
COc1ccc(CNC(=O)C[C@@H]2O[C@H](CNC(C)=O)[C@@H](O)[C@H]2O)cc1	i
CCOC(=O)C1C(=O)C=C(c2ccco2)CC1c1ccc(OC)cc1 (stereo unspecified)	i
COc1cccc2c1OCC(CN(C)CC1CCN(Cc3ccc(C)o3)CC1)=C2	i
CC(C)CC(C(=O)O)N1C(=O)C2C3CC(C(Br)C3Br)C2C1=O (stereo unspecified)	i
CC(C)OCCCNC(=O)c1cc2c(-c3ccc(Cl)cc3)nn(C)c2s1	i
CCc1cn[nH]c1C1CCCN(C(=O)c2cc(CC(C)C)nn2CC)C1 (stereo unspecified)	i
COc1ccc(C(=O)Nc2sc3c(c2-c2nc4ccccc4s2)CCN(C)C3)cc1	i
CCc1nc(C)c(C(=O)NC(C)CCc2ccco2)o1 (stereo unspecified)	i
COc1ccc(C(O)=C2C(=O)C(=O)N(CCCN3CCOCC3)C2c2ccc(C)o2)cc1OC (stereo unspecified)	i
Cc1nc([N+](=O)[O-])cn1CC(=O)c1ccccc1	i
COc1ccc(-c2nc3cc(C)ccc3o2)cc1NC(=O)c1ccco1	i
CC(C)Cc1cc(C(=O)Nc2ccc(C#N)cc2)no1	i
C=C(C)COc1ccc2oc(-c3ccccc3)c(C(=O)O)c2c1	i
CCCc1cn(C2CCN(C(=O)c3cc4c(nc3OC)CCC4)CC2)nn1	?
CC(C)C1Oc2ccccc2C2CC(c3ccccc3)=NN21 (stereo unspecified)	?
O=C(Nc1cccnc1)c1cc(-c2cccs2)on1	?
COc1cccc2cc(C(=O)Nc3ccccc3)c(=Nc3cccc(C#N)c3)oc12	i
Cc1ccc(OCCCCN2CCOCC2)cc1	?
Cc1ccc(OCc2cc(=O)n3oc(C)cc3n2)c(NC(=O)COc2ccc(F)cc2)c1	i
CN(C)c1cccc(Oc2nnnn2[C@H]2CO[C@H]3[C@@H]2OC[C@@H]3NC(=S)Nc2ccc(F)cc2)c1	i
Cc1cc(OCC(=O)Nc2cccc(C(F)(F)F)c2)ccc1Cl	i
Cc1ccc(NC(=O)NCCc2nc3cccnc3n2-c2ccccc2)cc1	?
Cc1nc(N(C)C)nc(NCc2nc3ccccc3c(=O)[nH]2)c1C	i
O=C(O)c1cccc(NC(=O)c2cccc(S(=O)(=O)N3CCc4ccccc4C3)c2)c1	i
Fc1cccc2c1NC(c1ccc(Br)cc1)C1CC=CC21 (stereo unspecified)	42%*
N#Cc1cccc(CN2CC[C@H](c3nnc(-c4cccnc4)o3)C2)c1	i
CC(C)C(=O)Nc1ccc(C(=O)O)cc1	i
O=C(O)c1ccc(N2C(=O)C3C4C=CC(CC4)C3C2=O)cc1 (stereo unspecified)	i
CC(c1ccccn1)N(C)Cc1ccc(C#CC(C)(C)O)s1 (stereo unspecified)	i
CN(C)c1nc(Oc2ccc(/C=N\O)cc2)nc(N(C)C)n1	i
Cc1ncc2c(c1CNC(=O)/C=C/c1ccccc1)CCN(C(=O)C1CC(=O)OC13CCCCC3)C2 (stereo unspecified)	?
COCCCN1C(=O)C(O)=C(C(=O)c2ccc(C)o2)C1c1ccc(OC)cc1 (stereo unspecified)	i
CN(C)C1N(C(=O)c2cccc(Br)c2)N=C2c3ccccc3S(=O)(=O)N21 (stereo unspecified)	?
C=C(C)COc1ccc2c3c(c(=O)oc2c1C)CCCC3	i
CCC(CC)n1ncc(C)c1NC(=O)CCc1cccnc1	i
CCc1ccc(CN(C)C(=O)C2CCC(=O)N(CC3CCCCC3)C2)nc1 (stereo unspecified)	i
Cc1ccc(C2CC(C(F)(F)F)n3ncc(C(=O)N(C)C4CCCCC4)c3N2)cc1 (stereo unspecified)	i
CC(c1cccc(-c2cc3c(cc2C(N)=O)OCO3)c1)N1CCCC1 (stereo unspecified)	i
COc1cccc2c1OCCCN(C(=O)c1cccc(Cn3cccn3)c1)C2	?
CCn1cc(Cl)c(C(=O)N2CCC(Cc3nnc(SC)n3C)CC2)n1	?
O=C(Nc1ccc2c(c1)OCO2)c1cc(-c2ccc(Cl)c(Cl)c2)on1	i
CCCNC(=O)C1CCN(c2ccc(-c3ccc(Br)s3)nn2)CC1	i
Cc1ccc(S(=O)(=O)c2nc(-c3cccs3)oc2SCC(N)=O)cc1	i
CC(=O)N[C@@H]1C[C@H](CC(C)C)O[C@H](c2cn[nH]c2-c2ccc(F)cc2)C1	i
COCCN(Cc1cccs1)C(=O)C1CCCN1C(=O)C1CCCCC1 (stereo unspecified)	i
COc1ccc(Cc2noc(-c3cccc([N+](=O)[O-])c3)n2)cc1OC	?
CCC(=O)N1c2ccc(S(=O)(=O)Nc3cc(C(=O)O)cc(C(=O)O)c3)cc2CC1C (stereo unspecified)	i
CCc1ccccc1OCCN(C)C(=O)c1c(O)cccc1F	?
CCCOc1ccc2oc(=O)c3c(c2c1)CCCN3C(=O)CN1CCN(c2ncccn2)CC1	i
COCc1cc(CNC2CCCC(C)(C)C2)n[nH]1 (stereo unspecified)	i
O=C(CCN1C(=O)c2ccccc2C1=O)NCc1ccco1	i
CCOc1cc(C2=NS(=O)(=O)c3ccccc3N2)cc(OCC)c1OCC	i
Fc1ccc(C2CC(c3ccccc3Cl)Nc3ncnn32)cc1 (stereo unspecified)	i
CCOC(=O)C1C(=O)C=C(c2ccc(OC)c(OC)c2)CC1c1ccccc1C (stereo unspecified)	i
CCOc1ccc(NC(=O)c2ccccc2OCC)c([N+](=O)[O-])c1	42%*
O=S(=O)(Nc1ccccc1I)c1ccc(F)cc1	i
O=C(NCc1ccc(Cl)cc1)C1CCN(C(=O)c2cccs2)CC1	i
c1cc(-c2ccc(CN3CCCCC3)cc2)[nH]n1	i

Next compounds:
SMILES	ST2 IL33 inh
COc1ccccc1NC(=O)c1cc2c(=O)n3ccccc3nc2n1C	i
Cc1ccc(C)c(OCC(=O)Nc2sc3c(c2C(N)=O)CCCC3)c1C	i
CCc1c(C)sc(NC(=O)c2ccc([N+](=O)[O-])cc2)c1C(N)=O	i
CC(=O)c1sc2ccccc2c1OC(=O)c1ccccc1Br	i
O=C(CSC1=NC(=O)C(c2ccccc2)C(=O)N1)Nc1ncccn1 (stereo unspecified)	i
CN(C)CCNS(=O)(=O)c1cc(Br)cc2c1N(C(=O)C1CC1)CC2	i
COc1ccc(OC)c2c1CC(C)(C)n1c(-c3ccccc3)nnc1-2	i
CCOC(=O)Cn1c(=O)n(-c2ccc(F)cc2)c2nc(-c3ccccc3OC(C)C)nc(C(N)=O)c21	i
COc1ccccc1N(CC(O)CN1C(=O)NC(C)(C)C1=O)S(=O)(=O)c1ccccc1 (stereo unspecified)	?
COc1cccc(CN(C)Cc2nc(Cc3ccccc3Cl)no2)c1	?
COc1cccc(NC(=O)NC[C@H]2O[C@@H](CO)[C@@H](O)[C@H]2N2CCN(c3ccccn3)CC2)c1	36%*
COc1ccc(S(=O)(=O)Cc2ccc(C(=O)N3CCc4ccccc4C3)o2)cc1	i
CC(Cc1cn(CCCN2CCCC2=O)nn1)c1ccccc1 (stereo unspecified)	i
Cc1cccc(-n2ncc3c(N4CCCc5ccccc54)ncnc32)c1	i
Cc1nc2ccccc2n1CCC(=O)N1CCC(O)(CN(C)C)C1 (stereo unspecified)	i
C[C@@H]1CC[C@]2(C(=O)O)CC[C@]3(C(=O)O)C(=CCC4[C@@]5(C)CC[C@H](O[C@@H]6O[C@@H](C)[C@H](O[C@@H]7O[C@H](CO)[C@@H](O)[C@H](O)[C@H]7O)[C@@H](O)[C@H]6O)C(C)(C)C5CC[C@]43C)C2[C@H]1C (stereo partly specified)	?
CN(C)c1ccc2cccc(O)c2n1	?
COc1ccc(NC(=O)CC2SC(=Nc3ccccc3)N(c3ccccc3)C2=O)cc1 (stereo unspecified)	i
Cn1nc(C2CCN(C(=O)[C@H]3C[C@@H]4C=C[C@H]3C4)CC2)n(-c2ccccc2)c1=O	i
CCc1cc(F)ccc1OCc1nc(CC2CC2)no1	?

In the list so far, these have a COOH group.
SMILES	ST2 IL33 inh
O=C(CSc1nc2ccccc2o1)Nc1cccc(C(=O)O)c1	i
CSCCC(NC(=O)c1cncc(O)c1)C(=O)O (stereo unspecified)	?
CC(C)CC(C(=O)O)N1C(=O)C2C3CC(C(Br)C3Br)C2C1=O (stereo unspecified)	i
C=C(C)COc1ccc2oc(-c3ccccc3)c(C(=O)O)c2c1	i
O=C(O)c1cccc(NC(=O)c2cccc(S(=O)(=O)N3CCc4ccccc4C3)c2)c1	i
CC(C)C(=O)Nc1ccc(C(=O)O)cc1	i
O=C(O)c1ccc(N2C(=O)C3C4C=CC(CC4)C3C2=O)cc1 (stereo unspecified)	i
CCC(=O)N1c2ccc(S(=O)(=O)Nc3cc(C(=O)O)cc(C(=O)O)c3)cc2CC1C (stereo unspecified)	i
C[C@@H]1CC[C@]2(C(=O)O)CC[C@]3(C(=O)O)C(=CCC4[C@@]5(C)CC[C@H](O[C@@H]6O[C@@H](C)[C@H](O[C@@H]7O[C@H](CO)[C@@H](O)[C@H](O)[C@H]7O)[C@@H](O)[C@H]6O)C(C)(C)C5CC[C@]43C)C2[C@H]1C (stereo partly specified)	?

The listing picks up, starting two compounds before the break.
SMILES	ST2 IL33 inh
Cn1nc(C2CCN(C(=O)[C@H]3C[C@@H]4C=C[C@H]3C4)CC2)n(-c2ccccc2)c1=O	i
CCc1cc(F)ccc1OCc1nc(CC2CC2)no1	?
CC(C)SCCNC(=O)c1cnn2ccn(C)c12	?
CCOCCCNC(=O)c1cc(Sc2ccccc2SC)nc2ccccc12	i
COc1ccc(C(=O)Nc2ccc(N3C(=O)c4ccc(Cl)cc4C3=O)c(C)c2)cc1OC	i
O=C1NCCN(Cc2ccc3ccccc3c2)C1CC(=O)N1CCc2c(Cl)cccc2C1 (stereo unspecified)	i
COc1cc(NC(=O)C2CCCN2C(=O)c2ccc(-c3noc(C)n3)cc2)cc(OC)c1 (stereo unspecified)	i

Not all compounds are listed, so the mix of outcomes need not match the whole.
